Assay outcomes from PubChem BioAssay.
GBA activity up = increases beta-glucosidase activity in Gaucher fibroblasts. P04062. L444P Gaucher fibroblasts, 4-MU-glucoside fluorescence, 3 days. activation, % at 10 µM. 30,000 tested, 0.44% active. AID 784; in the data active means activation above about 65%;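 further: 0% = vehicle wells and 100% = positive control wells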
Target sequence (P04062 whole entry L483P): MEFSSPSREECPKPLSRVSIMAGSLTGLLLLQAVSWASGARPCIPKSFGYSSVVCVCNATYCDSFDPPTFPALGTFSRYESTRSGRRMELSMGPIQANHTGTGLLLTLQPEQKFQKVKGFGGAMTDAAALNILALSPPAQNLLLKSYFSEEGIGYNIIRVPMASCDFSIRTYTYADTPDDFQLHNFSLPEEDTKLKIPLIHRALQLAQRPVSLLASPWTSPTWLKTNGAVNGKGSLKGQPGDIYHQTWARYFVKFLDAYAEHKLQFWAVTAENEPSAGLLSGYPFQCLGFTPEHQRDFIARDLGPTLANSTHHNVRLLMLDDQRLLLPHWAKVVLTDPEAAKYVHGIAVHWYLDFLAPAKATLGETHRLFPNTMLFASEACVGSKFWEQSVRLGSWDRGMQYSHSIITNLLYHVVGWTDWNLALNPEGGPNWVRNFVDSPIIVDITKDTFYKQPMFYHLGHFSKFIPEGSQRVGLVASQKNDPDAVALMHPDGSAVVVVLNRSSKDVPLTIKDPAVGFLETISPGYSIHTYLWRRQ
Active calls of the source: *. Only part of the results is shown (hit frequency here may not be typical).

cpd	Compound	GBA activity up
1	CC(=O)N1CCc2cc(S(=O)(=O)N3CCOCC3)ccc21	-1
2	CCS(=O)(=O)Nc1ccc(C(=O)CC2(O)C(=O)Nc3ccc(Br)cc32)cc1 (stereo not given)	-5
3	CCOC(=O)c1cccnc1SCC(=O)N(C)c1ccccc1	-10
4	COc1ccc(CC(=O)Nc2ccc(N3CCN(c4ccc(OC)cc4)CC3)c(C#N)c2)cc1	-38
5	Cc1nnc(SCc2cc(=O)n3[nH]cnc3n2)s1	-17
6	Clc1ccc(CSc2nnc(-c3ccncc3)o2)cc1	-29
7	COc1cc(C2NC(=O)NC(C)=C2C(=O)OC(C)(C)C)ccc1OCC(=O)O (stereo not given)	-18
8	CCCCSc1nnc([C@@H]2CCCN2C(=O)OC(C)(C)C)o1	-10
9	Cc1cc(C)n(CC(=O)n2c3ccccc3c3ccccc32)n1	-39
10	COC(=O)c1cc(=O)n(C2CC2)c(=NC2CC2)s1	-3
11	Cc1cc(NC(=O)c2cccc(S(=O)(=O)N3CCOCC3)c2)c2ccccc2n1	0
12	O=C1c2ccccc2NC2CCCCC12 (stereo not given)	-2
13	Cc1csc(SCCn2c(N3CCCC3)nc3c2c(=O)[nH]c(=O)n3C)n1	-7
14	CCOC(=O)CSC1=Nc2ccccc2C2=NC(CC(=O)NCc3ccccc3)C(=O)N12 (stereo not given)	-18
15	COc1cccc(NC(=O)Cn2nnc(-c3ccccc3N)n2)c1	-13
16	CCCS(=O)(=O)c1nc(S(=O)(=O)c2ccc(C)cc2)c(NCCCN2CCOCC2)s1	3
17	O=C(Nc1ccc(NC(=O)C2CC2)cn1)c1ccccc1Cl	6
18	C=C(C)Cn1c(SCC(=O)NCc2ccco2)nc2sc3c(c2c1=O)CCC3	-21
19	CC[N+](C)(C)c1cccc(O)c1	-29
20	CCOC(=O)CN1C(=O)C2(OCCCO2)c2ccccc21	0
21	CCCN(CCC)CCCNC(=O)CS(=O)Cc1nc(-c2ccc(OC)c(OC)c2)oc1C (stereo not given)	15
22	N=c1c(C(=O)NCc2ccco2)cc2c(=O)n3ccccc3nc2n1Cc1ccc(Cl)cc1	39
23	CN(C)S(=O)(=O)c1cccc(-c2nnc(SCc3cc(Cl)cc4c3OCOC4)n2N)c1	-4
24	Cn1nc(-c2ccccc2)c2nc3ccccc3nc21	-8
25	O=c1c(O)c(-c2ccc3c(c2)OCO3)oc2ccccc12	-27
26	O=C(NC1=NCCS1)C1CC2CCC1C2 (stereo not given)	1
27	COc1ccc(OCC(=O)Nc2cccc3cccnc23)cc1	-1
28	CC(=O)Nc1ccc(S(=O)(=O)NCCc2csc(C)n2)cc1	28
29	Cc1ccccc1Nc1nnc(C)c(=O)[nH]1	-30
30	CC(=O)Nc1ccc(S(=O)(=O)Nc2nc3ccccc3nc2Sc2nncn2C)cc1	-11
31	O=C(Cn1nnc(-c2ccccc2F)n1)Nc1ccc(C(=O)N2CCOCC2)cc1	-13
32	CCN(CC)c1ccc(C2C(C(=O)OC)=C(C)NC(C)=C2C(=O)OC)cc1	-42
33	CCOC(=O)c1cccc(NC(=O)CNS(=O)(=O)c2cccs2)c1	-4
34	CCC(C)NC(=O)CSc1nnc(-c2ccc(C(C)(C)C)cc2)n1C (stereo not given)	1
35	COc1ccc(-n2nc3ccccc3n2)cc1	-22
36	O=C(Nc1cccc(Cl)c1)N(CCCN1CCOCC1)Cc1ccccc1F	57
37	Cc1ccc(C)c(N(C)S(=O)(=O)c2cccc3nsnc23)c1	77*
38	COc1cccc(CN2CCCC(C(=O)N3CCCCC3)C2)c1OC (stereo not given)	-15
39	Cc1ccc(S(=O)(=O)N(C)CC(=O)Nc2ccncc2)cc1	-10
40	CCCOc1ccc(/C(O)=C2\C(=O)C(=O)N(CCCN(C)C)C23C(=O)N(C)c2ccccc23)cc1 (stereo not given)	9
41	CCOC(=O)C1CCN(C(=O)c2sc3nc(-c4ccccc4)cn3c2C)CC1	-25
42	O=C(NCCCN1CCOCC1)c1cc2ccccc2oc1=O	-16
43	COC(=O)c1ccccc1NC(=O)CN1CCN(C23CC4CC(CC(C4)C2)C3)CC1	8
44	CCOC(=O)c1oc2c(C)c(O)ccc2c(=O)c1-c1nncn1-c1ccccc1	84*
45	CCOC(=O)C1=C(C)S/C(=C\N(C)C)C1=O	-8
46	CCn1cc(C(=O)N2CCN(C(=O)c3ccco3)CC2)c2cc(OC)c(OC)cc2c1=O	6
47	C=CCc1ccccc1OCC(O)CN(C(C)C)C(C)C (stereo not given)	-8
48	Cc1cc(C)n2cc(CSC3=NCCS3)nc2n1	-4
49	CC(C)Nc1nc(NC(C)C)nc(Oc2ccc(/C=N/O)cc2)n1	14
50	Cc1cccc(C(=O)NC2CCN(CC(=O)N3CCOCC3)CC2)c1	-2
51	CCc1ccccc1N(CC)C(=O)c1cn(CC)c(=O)c2cc(OC)c(OC)cc12	-12
52	Cc1ccc(S(=O)(=O)NCC(=O)N(CC(=O)NCc2ccccc2)CC2CCCO2)cc1 (stereo not given)	5
53	CCC(=O)N1CCN(c2ccc(NC(=O)c3cc4ccccc4o3)cc2Cl)CC1	14
54	CCOC(=O)CSc1nc2cc(C(=O)NCC3CCCO3)ccc2c(=O)n1Cc1ccco1 (stereo not given)	7
55	Cn1c(=O)[nH]c(=O)c2c1nc(N1CCCCCC1)n2CCSc1nc2ccccc2[nH]1	5
56	CCCCC(=O)N(c1ccc(C)c(C)c1)C1C=CS(=O)(=O)C1 (stereo not given)	-22
57	COc1cc(Cl)c(C)cc1NC(=O)CSC	-54
58	COc1ccccc1OCc1ccc(C(=O)Nc2ccncc2)o1	1
59	CCn1c(SCC(=O)Nc2cc(NC(C)=O)ccc2OC)nnc1-c1ccccn1	-5
60	COC(=O)c1cc(-c2c(C)oc3cc(O)ccc3c2=O)c(C)o1	-28

Some values from the results shown:
entry 56 in GBA activity up = -22
entry 60 in GBA activity up = -28
entry 52 in GBA activity up = 5

Rewritten field by field: entries from further up
51) CCc1ccccc1N(CC)C(=O)c1cn(CC)c(=O)c2cc(OC)c(OC)cc12
  GBA activity up: -12

52) Cc1ccc(S(=O)(=O)NCC(=O)N(CC(=O)NCc2ccccc2)CC2CCCO2)cc1 (stereo not given)
  GBA activity up: 5

53) CCC(=O)N1CCN(c2ccc(NC(=O)c3cc4ccccc4o3)cc2Cl)CC1
  GBA activity up: 14

54) CCOC(=O)CSc1nc2cc(C(=O)NCC3CCCO3)ccc2c(=O)n1Cc1ccco1 (stereo not given)
  GBA activity up: 7

Further entries.
cpd	Compound	GBA activity up
61	CCOC(=O)CSc1nnc(CNC(=O)c2cc(OC)c(OC)c(OC)c2)n1C	-3
62	O=C(O)c1oc2ccc(Br)cc2c1-n1cccc1	-40
63	CCCn1c(=O)c2ccccc2n2c(SCc3nnc(-c4ccccc4Br)o3)nnc12	2
64	CCOC(=O)c1c(-c2cccs2)csc1NC(=O)CSc1ncn[nH]1	-47
65	O=C(c1cc(-c2ccc3c(c2)OCO3)on1)N1CCOCC1	-20
66	Cc1cc(C(=O)OCC(=O)NCCc2ccccc2)c(C)o1	-3
67	O=S(=O)(Nc1ccc(S(=O)(=O)N2CCCCC2)cc1)c1ccc(Br)s1	-10
68	Cc1ccc(-c2nnc3c4ccccc4c(C)nn23)cc1NC(=O)c1ccco1	-9
69	CCOc1ccc(CCNC(=O)C2CCCN(S(=O)(=O)c3c(C)n[nH]c3C)C2)cc1OCC (stereo not given)	6
70	CC(C)CNS(=O)(=O)c1ccc(CCC(=O)O)cc1	-23
71	CCOCCn1c(N2CCN(c3ccccc3)CC2)nc2c1c(=O)n(C)c(=O)n2C	10
72	COc1cccc2cc(C(=O)Nc3cccc(C)n3)c(=O)oc12	-2
73	CCc1cccc(C)c1NC(=O)C1=C(C(=O)O)CCCC1	-12
74	O=S(=O)(c1ccc(F)cc1)N1CN(Cc2ccco2)c2nc3ccccc3nc21	37
75	O=C(CSc1ncnc2ccccc12)Nc1ccc(N2CCOCC2)cc1	-31
76	O=C(Cn1c(=O)n(-c2cccc(Cl)c2)c(=O)n1CC(=O)N1CCCCC1)N1CCCCC1	-21
77	COc1ccc(-c2nc(CN3CCC(C(=O)NC(C)C)CC3)c(C)o2)cc1OC	-7
78	Cc1cc(-c2ccccc2)nc(N2CCC(C(=O)NC(C)C)CC2)n1	-24
79	Cc1nc2ccc(S(=O)(=O)NCC(=O)N3CCN(c4ccccc4)CC3)cc2s1	12
80	CC(C)n1nnnc1SCC(=O)N1CCOCC1	-25
81	COC(=O)c1ccc(COC(=O)c2ccc(-n3cnnn3)cc2)o1	-5
82	O=C(CCNS(=O)(=O)c1cccc2nsnc12)N1CC(=O)N(CCc2ccccc2)C(=O)C1	-9
83	C=CCOc1c(Br)cc(CNn2nnnc2N)cc1OC	-6
84	CCN1CCN(C(=O)CN(c2ccc(C)cc2)S(C)(=O)=O)CC1	2
85	Cc1nn(-c2ccccc2)c(Oc2ccc(F)cc2)c1/C=N/n1cnnc1	-16
86	COc1ccc(CC(=O)Nc2c3c(nn2-c2cccc(C)c2C)CS(=O)C3)cc1 (stereo not given)	-6
87	COc1ccc2sc(NC(C)=O)nc2c1	0
88	COc1ccc(C(=O)Cn2c(Br)nc3c2c(=O)n(C)c(=O)n3C)cc1	-8
89	Cc1cc(=O)[nH]c(SCc2cc(Cl)ccc2OC(F)F)n1	-21
90	CCNC(=O)c1nc[nH]c1C(=O)NCC	-10
91	Cc1sc2ncnc(OCC(=O)N3CCN(S(=O)(=O)c4ccc(Cl)cc4)CC3)c2c1C	-18
92	Cc1nc(=O)cc(-c2ccccc2)n1-c1ccccc1	-24
93	CC1CCCCN1S(=O)(=O)c1ccc(S(=O)(=O)N2CCN(c3ccc(F)cc3)CC2)cc1 (stereo not given)	-38
94	CCN(CC)P1(=O)OC(c2cc(OC)c(OC)c(OC)c2)=Nc2c1c(C)nn2-c1ccccc1 (stereo not given)	-15
95	Cn1c(=O)[nH]c(=O)c2c1nc(N1CCCCCC1)n2CC(=O)c1ccccc1	-1
96	O=C(CN(CCN1CCOCC1)C(=O)Cn1nnc(-c2ccc(F)cc2)n1)NC1CCCCC1	6
97	CCOC(=O)c1[nH]c2ccc(OC)cc2c1NS(=O)(=O)c1ccc(OC)cc1OC	-3
98	CCOc1ccc(S(=O)(=O)Nc2cc(Sc3ncn[nH]3)c3oc(=O)sc3c2)cc1	42
99	CCCCn1c(NC(=O)c2ccccc2Cl)c(C#N)c2nc3ccccc3nc21	-34
100	CCOCCSC1=C(C#N)C(c2cccs2)C(C(C)=O)=C(C)N1 (stereo not given)	-22
101	Cc1nc2ccccc2nc1OCC(=O)N1CCN(c2ccccc2)CC1	-21
102	Cc1nc2ccccn2c1/C(O)=C1\C(=O)C(=O)N(CCN2CCOCC2)C1c1cccnc1 (stereo not given)	-11
103	CC(C)n1c(SCC(=O)N2c3ccccc3Sc3ccccc32)nc2c1c(=O)n(C)c(=O)n2C	-18
104	Cc1ccccc1NC(=O)c1cc(S(=O)(=O)N2CCOCC2)ccc1F	-5
105	CS(=O)(=O)N(CC(=O)NCc1cccnc1)Cc1ccc(Cl)cc1	-5
106	OCCNCCCCCOc1ccc(F)cc1	-6
107	c1ccc(Cn2nnnc2C(c2cccnc2)N2CCN(c3ccccc3)CC2)cc1 (stereo not given)	-10
108	Cc1cc(C)nc(N2CCCC(C(=O)NCCc3ccccc3F)C2)n1 (stereo not given)	-11
109	CCOc1ccc(C2C(C#N)=C(N)Oc3n[nH]c(C)c32)cc1OC(=O)C1CC1 (stereo not given)	-3
110	CCOC(=O)C1=C(O)CCn2c1nc1ccccc12	3
111	CCOC(=O)C1CCN(C(=O)CCNC(=O)c2cc(OC)c(OC)c(OC)c2)CC1	-2
112	Cc1cccc(N2CCN(C(=O)CCNC(=O)Cn3ccc4ccccc4c3=O)CC2)c1C	-8
113	CCOC(=O)C1CCCN(C(=O)c2cccs2)C1 (stereo not given)	-2
114	COc1ccccc1NC(=O)CSc1nnc(-c2ccncc2)o1	-10
115	CN(C(=O)COC(=O)COc1ccc(Cl)cc1)C1CCCCC1	-5
116	CC(C)C(=O)N(c1ccc2oc(=O)sc2c1)S(=O)(=O)c1cccs1	13
117	CC(=O)OCC(=O)NCc1ccc2c(c1)OCO2	-48
118	CC(=O)N1CCN(c2ccc(NC(=O)COc3ccc(Cl)cc3Cl)cc2)CC1	-14
119	Cc1ccc(C(=O)NC(Cc2c[nH]c3ccccc23)C(=O)O)o1 (stereo not given)	-19
120	O=c1c2cnn(-c3ccc(F)cc3)c2ncn1Cc1ccccn1	-24

Additional results follow:
cpd	Compound	GBA activity up
121	CC1(C(=O)N(CC(=O)NC2CCCC2)Cc2ccco2)CC(=O)N=C2C=CC=CN21 (stereo not given)	3
122	Cc1occc1-c1nnc(SCC(=O)c2ccccc2)n1CC1CCCO1 (stereo not given)	-53
123	Cc1cc(C(=O)N2CCc3ccccc32)c2cc(F)ccc2n1	-12
124	Cc1ccc(C(C)C)c(OCc2nnc(SCC(=O)Nc3nccs3)n2C)c1	2
125	CCOc1ccc(C2=Nn3cnnc3SC2)cc1	-44
126	CCOC(=O)c1cccc(NC(=O)c2cc3sccc3n2C)c1	0
127	Cc1ccc(-c2nnn(CC(=O)N(Cc3ccccc3)C(C(=O)NC(C)(C)C)c3ccncc3)n2)o1 (stereo not given)	7

Six structures out of the list, ordered by count of non-hydrogen atoms, falling.
cpd	Compound	GBA activity up
127	Cc1ccc(-c2nnn(CC(=O)N(Cc3ccccc3)C(C(=O)NC(C)(C)C)c3ccncc3)n2)o1 (stereo not given)	7
121	CC1(C(=O)N(CC(=O)NC2CCCC2)Cc2ccco2)CC(=O)N=C2C=CC=CN21 (stereo not given)	3
124	Cc1ccc(C(C)C)c(OCc2nnc(SCC(=O)Nc3nccs3)n2C)c1	2
122	Cc1occc1-c1nnc(SCC(=O)c2ccccc2)n1CC1CCCO1 (stereo not given)	-53
119	Cc1ccc(C(=O)NC(Cc2c[nH]c3ccccc23)C(=O)O)o1 (stereo not given)	-19
125	CCOc1ccc(C2=Nn3cnnc3SC2)cc1	-44
